PTHR1 agonist: qHTS for PTHR1 Agonists: Primary Screen | Parathyroid hormone/parathyroid hormone-related peptide receptor (Homo sapiens), Q03431 | HEK293 GP2 PTHR1 cells, GloSensor cAMP luminescence, 1 h | Potency, µM (top dose mostly 115 µM), for inactives: at the top dose activation, usual class: activators | 410,000 tested, 0.075% active; also: potency is read from the fitted curve at half-maximal effect; nearly all actives have a fitted effect of over 55% in size; some results filed as inactive show a strong effect at the top dose; inactives centre near -15; many of its hits are not listed in these tables
Target sequence (Q03431 whole entry, looked up): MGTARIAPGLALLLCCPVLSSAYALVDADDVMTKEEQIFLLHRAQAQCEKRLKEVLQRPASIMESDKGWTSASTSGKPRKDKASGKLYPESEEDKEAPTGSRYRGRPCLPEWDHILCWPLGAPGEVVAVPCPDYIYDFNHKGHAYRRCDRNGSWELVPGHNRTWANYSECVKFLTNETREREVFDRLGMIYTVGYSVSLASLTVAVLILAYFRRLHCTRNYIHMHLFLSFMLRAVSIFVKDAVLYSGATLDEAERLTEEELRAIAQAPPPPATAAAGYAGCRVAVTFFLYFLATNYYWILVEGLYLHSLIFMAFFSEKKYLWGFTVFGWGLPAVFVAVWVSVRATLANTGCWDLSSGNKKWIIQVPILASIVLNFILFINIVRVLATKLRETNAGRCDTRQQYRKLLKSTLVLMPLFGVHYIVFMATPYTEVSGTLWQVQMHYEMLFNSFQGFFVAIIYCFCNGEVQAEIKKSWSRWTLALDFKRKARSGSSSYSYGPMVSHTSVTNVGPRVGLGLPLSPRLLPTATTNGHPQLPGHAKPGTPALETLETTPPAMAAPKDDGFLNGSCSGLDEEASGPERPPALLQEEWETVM
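HEK-293-derived GP2 cells expressing PTHR1 and a GloSensor cAMP reporter, 3,000/well, plated overnight, given luciferin plus IBMX (each 0.5 mM as added) for 1 h at 37 °C, then compound for 1 h at 37 °C. Luminescence was read after 15 min at room temperature.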
EPAC1 agonist: qHTS for Agonist of cAMP-regulated guanine nucleotide exchange factor 3 (EPAC1): primary screen. Rap guanine nucleotide exchange factor 3 (Homo sapiens), O95398. EPAC1 agonist qHTS, biochemical assay; response scale: 100% = response to 6.5 mM cAMP. Potency, µM (series often up to 154 µM), inactives show top-dose activation, hits mostly activators. 360,000 tested, 0.073% active. AID 720707, 2013; also: potency is read from the fitted curve at half-maximal effect; nearly all actives have a fitted effect of over 60% in size
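Read-out is the fluorescence drop as BODIPY-GDP leaves Rap1B (480 nm excitation, 540 nm emission), recorded every 5 minutes over 30 minutes. Reactions held 100 nM EPAC1, 250 nM Rap1B–BODIPY-GDP and 50 uM GDP, with 6.5 mM cAMP setting full activation.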
HEK293 tox: qHTS of GLP-1 Receptor Inverse Agonists: Cytotox Screen | HEK293 cAMP-luciferase reporter cells, luminescence, 24 h | Potency, µM (titrated, usually from 38.3 µM), for the others: at the highest dose activity change, negative = inhibition, hits mostly inhibitors | 410,000 tested, 0.13% active;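 also: loss of luciferase light is scored as toxicity; potency is read from the fitted curve at half-maximal effect; % is scaled to controls: 0 for no effect and ±100 for the full control effect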
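To flag toxic compounds, the library was rerun on cells for 24 hr at 37 deg C and 5% CO2. Viability-linked luminescence was captured 12 min after adding luciferase detection reagent.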
IL-2 act: qHTS of IL-2 Activators; AID 652025, 2013; activation, % (series mostly up to about 46 µM); 360,000 tested, 0.065% active; IL-2 activation reporter assay, cell-based qHTS; stimulated with anti-CD3/CD4/CD28 beads; in transgenic mouse T cells; in the data active = activation above about 50%; inconclusive = mostly about 30% to 49%; also: 0% is about no effect
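Unstimulated transgenic mouse T cells; 60-min compound exposure; bead-based TCR/CD4/CD28 stimulation; 18 h culture, 37 degrees C; dual fluorescence (EGFP, DsRed) plate cytometry.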
GLP-1R agonist: qHTS of GLP-1 Receptor Agonists; Glucagon-like peptide 1 receptor (Homo sapiens), P43220; HEK293 GLP-1R CRE-luciferase, luminescence, 4-6 h; cells express a hypersensitive GLP-1R form; Potency, µM (series often up to 45.6 µM), for inactives: top-dose activation, actives largely listed as activators; 380,000 tested, 0.007% active; AID 624172, 2012; also: potency is read from the fitted curve at half-maximal effect; % of control where 0% means no effect
PLK1 PBD inh: qHTS for Inhibitors of PLK1-PDB (polo-like kinase 1 - polo-box domain): Primary Screen; Serine/threonine-protein kinase PLK1 (Homo sapiens), P53350; Plk1 PBD binding of FITC phosphopeptide, fluorescence polarization; Potency, µM, for the others: max response, negative = inhibition, usual class: inhibitors; 360,000 tested, 2.8% active; also: potency is read from the fitted curve at half-maximal effect; series mostly up to about 57 µM; % is scaled to controls: 0 for no effect and ±100 for the full control effect; nearly all actives have a fitted effect of over 65% in size
GLP-1R inv ag: qHTS of GLP-1 Receptor Inverse Agonists (Inhibition Mode). Glucagon-like peptide 1 receptor (Homo sapiens), P43220. HEK293 GLP-1R CRE-luciferase, luminescence, 24 h; GLP-1R form is constitutively active. Potency, µM (doses to about 38.3 µM), inactives show at the top dose activity change, negative = inhibition, most hits filed as inhibitors. 410,000 tested, 1.6% active. AID 624417, 2012; also: potency is read from the fitted curve at half-maximal effect; % is scaled to controls: 0 for no effect and ±100 for the full control effect; nearly all actives have a fitted effect of over 55% in size
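Stable HEK293 clone (constitutively active GLP-1R + cAMP-response luciferase); 200 cells/uL plated, 12 h pre-culture, compound 24 hr, 37 deg C/5% CO2; detection reagent 12 min RT; luminescence.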
PI5P4Ka inh: qHTS for Inhibitors of phosphatidylinositol 5-phosphate 4-kinase (PI5P4K); 330,000 tested, 1.2% active; max response, %; PI5P4Kalpha enzyme, ADP-Glo luminescence, 60 min; stronger effect = lower value; active = max response of -50% or lower; inconclusive = between -30% and -50%; inactive = -30% or higher; also: value at the top dose of about 77 µM; % is scaled to controls: 0 for no effect and ±100 for the full control effect
Target sequence (P48426 whole entry, looked up): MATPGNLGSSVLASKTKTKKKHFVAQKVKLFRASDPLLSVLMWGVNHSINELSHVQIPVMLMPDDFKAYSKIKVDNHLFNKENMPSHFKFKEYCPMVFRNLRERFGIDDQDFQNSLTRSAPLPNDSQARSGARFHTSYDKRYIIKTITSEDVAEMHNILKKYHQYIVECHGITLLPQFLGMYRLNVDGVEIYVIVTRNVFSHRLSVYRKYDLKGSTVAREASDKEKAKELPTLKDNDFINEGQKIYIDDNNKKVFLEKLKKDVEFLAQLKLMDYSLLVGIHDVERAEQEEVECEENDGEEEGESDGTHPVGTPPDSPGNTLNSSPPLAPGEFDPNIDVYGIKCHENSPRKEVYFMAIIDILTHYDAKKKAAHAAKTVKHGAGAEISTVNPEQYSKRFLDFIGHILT
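ADP-Glo luminescence end-point read after a 60 min room-temperature kinase reaction of PI5P4Kalpha plus substrate, initiated with ATP at 5 microM final. Buffer: 0.038 M HEPES pH 7.4, EGTA, 0.1% CHAPS, 5% DMSO.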
EPAC1 antagonist: qHTS for Antagonist of cAMP-regulated guanine nucleotide exchange factor 3 (EPAC1): primary screen; Potency, µM (titrated, usually from 115 µM), without a hit: at the top dose activity change, negative = inhibition, most hits filed as inhibitors; EPAC1 GEF assay, Rap1b-BODIPY-GDP exchange fluorescence; 360,000 tested, 0.14% active;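 also: potency is read from the fitted curve at half-maximal effect; plate controls were vehicle for no effect and positive control for full effect; nearly all actives have a fitted effect of over 50% in size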
Starred values were filed as active, the others as inactive; i = inactive; u = inconclusive; x = no result given; [ ] = dose if it differs, or a comment. Unless noted, calls follow the shape of the dose curve; as a rule, active = well fitted curve in the direction sought with a large enough effect; inconclusive = small, poorly fitted or top-dose-only effect, or another doubt; inactive = no such curve, though single readings can be large; an effect the other way counts as inactive or inconclusive. Some of the compounds tested (hit frequency here may not be typical).

molecule | HEK293 tox | GLP-1R agonist | EPAC1 agonist | PLK1 PBD inh | IL-2 act | GLP-1R inv ag | PI5P4Ka inh | EPAC1 antagonist | PTHR1 agonist
CC(C)(C)NC[C@H](O)COc1cccc2c1CCCC2=O | 5% | 0% | -6% | -25% | -0.2 | -11% | 0 | 26% | 19%
CCCCNC(=O)CSc1nc2cc(OC)c(OC)cc2c(=O)n1Cc1ccc(OC)cc1 | 7% | 0% | 11% | -8% | -0.8 | 3% | x | 8% | i
COCCOC(=O)C1=C(C)NC(=O)NC1c1cc2c(cc1Br)OCO2 (stereo not given) | 0% | 5% | 13% | 0% | 1.4 | 5% | 0 | -6% | i
COc1ccc(NC(C)=O)cc1NC(C)C(=O)Nc1cccc2ccccc12 (stereo not given) | -4% | -1% | 3% | -2% | 0.2 | 4% | 4 | -4% | -4%[57.5 µM]
O=C(NN=Cc1ccc(Cl)cc1Cl)c1ccccc1 | 8% | 4% | 8% | 1% | 0.3 | u | 0 | -2% | -52%[inhibitor]
CN(CCc1cnn(C)c1)Cc1cn(C)nc1-c1ccc2c(c1)OCCO2 | 5% | 16% | -9% | -13% | 0.5 | 10% | -5 | -10% | i
CCCCN(C(=O)CSCc1ccc(C)cc1)c1c(N)n(Cc2ccccc2)c(=O)[nH]c1=O | -2% | 17% | -11% | -11% | -0.4 | 22% | 4 | -11% | i
O=C(CSc1nnnn1C1CCCCC1)NCc1cccc(C(=O)O)c1 | 0% | -6% | -13% | -5% | -1.8 | 7% | 0 | 2% | i
CCc1cccc(C)c1NC(=O)COC(=O)Cc1ccsc1 | 14% | 0% | 3% | -12% | -0.9 | 3% | 4 | -22% | -17%
COc1ccc(/C=N/NC(=O)c2cc(-c3ccccc3)nc3ccccc23)c(OC)c1 | -7% | 23% | -3% | -6% | -0.2 | 16% | -8 | -19% | i
CC1(C)Cc2cccc(OCC(=O)Nc3cccnc3Cl)c2O1 | -16% | 4% | -4% | -1% | 0.1 | 2% | 2 | 4% | i
CC(C)NC(=O)Cn1cc(S(=O)(=O)N2CCCC2)c(S(=O)(=O)N2CCCC2)c1 | -1% | 7% | 5% | -15% | -3.0 | 4% | -1 | -4% | -1%
Cc1csc(=O)n1CC(=O)Nc1ccc(C(C)C)cc1 | 11% | 4% | -9% | -3% | -0.2 | u | -18 | -15% | i
CCCCOC(=O)Nc1sc2c(c1C(=O)OC)CCC2 | -3% | 1% | 8% | -18% | 0.7 | -11% | x | 0% | -10%[57.5 µM]
C=CCOc1cccc(/C=C2\C(=O)N(Cc3ccc(C)cc3)C(C)=C2C(=O)OC)c1 | -26% | 9% | 0% | -10% | -4.1 | 4.5µM* | -1 | -13% | -17%
CC1CCCCC1NS(=O)(=O)c1ccc2c(c1)CC(=O)N2C (stereo not given) | -24% | 18% | 10% | -7% | -0.5 | 10% | 0 | -5% | -12%
C=C(C)C(=O)Nc1cccc(C2=NOC3(C2)C[C@H](C(N)=O)N(C(=O)c2ccccc2C(=O)c2ccccc2)C3)c1 (stereo not given in full) | 5% | -5% | 1% | u | -0.1 | -2% | -26 | -27% | 8%
O=C(c1ccc(F)cc1)c1ccc(N2CCCCC2)cc1 | 0% | 17% | 11% | 0% | -0.2 | u | 9 | -5% | -15%
COC(=O)Cc1c(C)c2ccc(OC3CCCCC3=O)c(C)c2oc1=O (stereo not given) | -8% | 10% | 7% | -8% | -3.9 | 10% | -5 | 0% | -16%
N#C/C(=C(/O)CN1CCCCC1)c1nc(-c2ccc(Cl)cc2)cs1 | 3% | -2% | -7% | -8% | -1.7 | 2% | x | 4% | -7%[57.5 µM]
COCCNC(=O)CCn1c(=O)[nH]c2cc(OC)c(OC)cc2c1=O | -4% | -2% | x | x | x | 11% | x | x | i
O=C(CC1CCOCC1)Nc1ccc(Cl)c(Cl)c1 | -7% | -4% | -5% | u | -2.5 | u | 0 | -20% | i
COc1ccc(/C=N/NC(=O)CCc2n[nH]c(=O)[nH]c2=O)cc1O | 24% | -10% | -4% | -5% | -0.1 | 19% | u | -5% | i
CC(C)(C)OC(=O)C[C@@H]1C/C=C\C[C@H](CC(=O)N(CCO)Cc2ccccc2)C(=O)N[C@H](C(C)(C)C)COC1=O | -5% | -4% | -7% | 3% | -1.1 | 0% | -2 | 4% | -29%
CC(=O)Nc1cc(-c2ccccc2Cl)cn2c(-c3ccc(S(C)(=O)=O)cc3)cnc12 | -2% | u | 12% | -17% | -0.9 | 20% | -7 | -3% | -7%
CCCCCCNS(=O)(=O)c1nc2nc(C)cc(C)n2n1 | 3% | -7% | -2% | -6% | -0.6 | -12% | 0 | -12% | -11%
Nc1cccc2c(=O)c3ccccc3[nH]c12 | 21% | 6% | 1% | -7% | -0.3 | 61%[activator] | -15 | 4% | -21%
Cc1ccc(NC(=O)c2cccc(Cl)c2)nc1 | 2% | -1% | -1% | -5% | -0.8 | 6% | -4 | 0% | -7%
CN(C(=O)Nc1ccc(F)cc1)[C@H]1C[C@H]2c3[nH]c4ccccc4c3CCN2C(=O)[C@H]1CO | -15% | 4% | -10% | -5% | -0.7 | -22% | -1 | -12% | -21%
Cc1cc(C(=O)N/N=C/c2ccc(-c3ccc(C)c(Cl)c3)o2)n[nH]1 | 8% | -2% | 3% | -7% | -0.8 | -22% | -10 | 5% | i
CCSc1nnc(NC(=O)COc2ccccc2)s1 | u | 0% | 3% | -9% | -0.5 | -6% | x | 8% | i
COc1ccccc1-c1cnc2c(c1)C(=O)N([C@@H](C)CO)C[C@H](C)[C@H](CN(C)C)O2 | 7% | -3% | -3% | -22% | -1.7 | 7% | -4 | 9% | i
COc1ccc(/C=N/n2c(N)nc3ccccc32)cc1OC | 2% | 22% | -3% | -4% | -0.5 | 138%[activator] | -6 | 5% | -19%[57.5 µM]
CN(Cc1ccccc1)c1nc(N)c([N+](=O)[O-])c(Nc2cccc(F)c2)n1 | 2% | 8% | 0% | -4% | 1.0 | 49%[activator] | -14 | -2% | -39%[inhibitor]
CC1(c2ccccc2Cl)NC(=O)N(CC(=O)N2CCc3ccccc3C2)C1=O (stereo not given) | -2% | 9% | -1% | -9% | 2.3 | -22% | -2 | -3% | -20%
CCNC(=O)CC1C(=O)N(c2ccc(F)cc2)C(=O)N1CCc1sccc1C (stereo not given) | -5% | 9% | -4% | -9% | -1.3 | 2% | -2 | -14% | -17%

Three of the entries above in order of the GLP-1R agonist value, ascending.
structure | GLP-1R agonist | EPAC1 agonist | PLK1 PBD inh | IL-2 act | GLP-1R inv ag | PI5P4Ka inh | EPAC1 antagonist | PTHR1 agonist
Cc1ccc(NC(=O)c2cccc(Cl)c2)nc1 | -1% | -1% | -5% | -0.8 | 6% | -4 | 0% | -7%
CN(C(=O)Nc1ccc(F)cc1)[C@H]1C[C@H]2c3[nH]c4ccccc4c3CCN2C(=O)[C@H]1CO | 4% | -10% | -5% | -0.7 | -22% | -1 | -12% | -21%
CC1(c2ccccc2Cl)NC(=O)N(CC(=O)N2CCc3ccccc3C2)C1=O (stereo not given) | 9% | -1% | -9% | 2.3 | -22% | -2 | -3% | -20%

Further results follow.
molecule | HEK293 tox | GLP-1R agonist | EPAC1 agonist | PLK1 PBD inh | IL-2 act | GLP-1R inv ag | PI5P4Ka inh | EPAC1 antagonist | PTHR1 agonist
COc1ccc(C(CC(=O)c2ccc(C)cc2)Sc2ccccc2N)cc1 (stereo not given) | 13% | 8% | 1% | -21% | -4.1 | u | -1 | -6% | -32%[inhibitor]
COc1cc(/C=N/NC(=O)C(N)=O)ccc1OCC(=O)N1C(C)CCCC1C (stereo not given) | 19% | 4% | -3% | -7% | 2.5 | -6% | 2 | 11% | -10%
O=C(NCc1ccncc1)NC1CCCCC1 | 11% | -4% | 10% | -4% | -0.3 | 19% | 0 | -11% | -31%
CCOC(=O)N1CCN(C(=O)COc2cccc3c2CCN(Cc2ccc(F)cc2)C3=O)CC1 | 3% | 2% | -2% | -7% | 1.9 | -20% | 7 | -15% | -35%[inhibitor]
O=[N+]([O-])c1cn(Cc2ccccc2)cn1 | 22% | -4% | -3% | -9% | -1.7 | 9% | -1 | 5% | -4%
CCOC(=O)c1c(NC(=O)Cc2ccccc2)sc2c1CC(C)(C)NC2(C)C | 0% | u | 5% | 1% | -2.1 | u | 10 | -4% | -14%
O=C(O)c1ccccc1S(=O)(=O)NCC(O)COc1ccc(Br)cc1 (stereo not given) | 1% | -6% | -5% | 1% | 1.9 | 1% | x | 9% | -7%
COc1ccccc1CNC(=O)c1cnc2sccn2c1=O | 0% | 0% | -14% | 1% | -1.2 | 5% | 4 | 10% | 4%
O=c1[nH]nc(-c2ccc(F)cc2)cc1Cc1ccccn1 | -15% | 5% | -6% | 4% | 1.2 | 5% | 1 | 1% | i
FC(F)(F)c1cc(-c2ccco2)nc(NCc2ccccc2)n1 | 0% | 1% | -3% | -12% | -2.4 | 0% | x | -12% | i
O=C(Nc1ccc2nc3n(c(=O)c2c1)CCCCC3)c1ccccc1[N+](=O)[O-] | -11% | 16% | 7% | -9% | -3.2 | 37%[activator] | -3 | -17% | -22%
O=C(NC1CCN(C(=O)Nc2cccc(Cl)c2)CC1)c1ccco1 | 0% | 10% | 1% | -2% | -1.9 | 8% | 1 | u | i

Screening results (PubChem BioAssay)
